Assay outcomes deposited in PubChem BioAssay by NCI.
NCI-60 one-dose screen, 48 h, at 10 µM unless noted. Numbers give growth in % (100 = growth as untreated, 0 = no growth, -100 = all killed).
SNB-19: SNB-19 CNS cancer cells | AID 1794751 | hit rate 2.5% among 81,000
HCC-2998: HCC-2998 colon cancer | AID 1794799 | hit rate 4.7% among 79,000
HCT-15: HCT-15 colon cancer | hit rate 5.2% among 82,000 | AID 1794746
SF-539: SF-539 CNS cancer; hit rate 6.8% among 81,000; AID 1794752
SNB-75: SNB-75 CNS cancer; hit rate 5% among 79,000
KM12: KM12 colon cancer cells. hit rate 5% among 82,000. AID 1794800
HCT-116: HCT-116 colon cancer; hit rate 7.3% among 82,000
SW-620: SW-620 colon cancer. hit rate 5.2% among 82,000. AID 1794795
SF-295: SF-295 CNS cancer cells | hit rate 5.6% among 79,000 | AID 1794758
* = called active by the depositor; · = no result given; & = joins results of further samples. Rule for the calls: active = growth percent below 10; inactive = the rest. Outcome played no part in choosing rows, and some 11% of all compounds hit somewhere here.

mol	SNB-19	HCC-2998	HCT-15	SF-539	SNB-75	KM12	HCT-116	SW-620	SF-295
FC(F)(F)c1nnc2n1NCCCS2	100	106	100	99	91	111	90	101	101
COc1cc(OC)c(/C=C/c2ccc3ccccc3[n+]2C)c(OC)c1	·	13	77	-24*	11	-49*	2.2*	14	-33*
Cc1cc(=O)n(-c2nc3ccccc3[nH]2)[nH]1	80	96	98	51	52	99	84	102	87
CCCCCCCCCCOC(=N)c1ccc(O)c(OCC)c1	99	94	94	96	91	99	89	112	101
COc1cc(-c2nc(SCCC(C)C)nc(NC3CC3)c2C#N)cc(OC)c1OC	100	113	104	103	98	99	102	113	100
CCOC(=O)Cc1cnc(N/N=C(\C)c2cc3ccccc3o2)s1	95	105	105	107	105	96	96	97	104
CC(=C(C#N)C#N)c1cccc([N+](=O)[O-])c1	110	104	105	95	94	111	101	106	105
N#Cc1ccc(C(=O)CSc2nccc(Nc3ccc(S(=O)(=O)Nc4ncccn4)cc3)n2)cc1	99	115	102	94	87	104	108	104	100
O=C(O)c1nn(-c2ccccc2)nc1N1CCOCC1	102	108	108	96	91	101	99	103	102
O=c1oc(-c2ccc(S(=O)(=O)NCc3ccccc3)cc2)cc2ccccc12	88	105	93	102	107	100	100	103	90
CCOC(=O)COc1ccc(/C=C2\CCC/C(=C\c3ccc(OCC(=O)OCC)c(OC)c3)C2=O)cc1OC	112	103	85	101	97	116	86	118	102
CC(=O)OCC(=O)[C@H]1CCC2C3CCC4=CC(=O)CC[C@]4(C)C3CC[C@@]21C (stereo not given in full)	94	108	99	103	73	·	90	104	94
CCOC(=O)CC(=O)CCc1ccccc1	99	109	104	99	73	110	109	113	107
COc1cc(-c2nn(-c3cccc(NC(=O)CN4CCN(C)CC4)c3)cc2-c2ccncc2)ccc1Cl	113	87	106	107	86	88	95	101	105
CCOC(=O)c1cc(-c2ccc(Cl)cc2)n(-c2cccc(CO)c2)c1C	92	112	72	94	68	95	84	93	94

Given with each value named: entries from further up.
> Cc1cc(=O)n(-c2nc3ccccc3[nH]2)[nH]1
  SNB-19: 80; HCC-2998: 96; HCT-15: 98; SF-539: 51; SNB-75: 52; KM12: 99; HCT-116: 84; SW-620: 102; SF-295: 87
> CCOC(=O)CC(=O)CCc1ccccc1
  SNB-19: 99; HCC-2998: 109; HCT-15: 104; SF-539: 99; SNB-75: 73; KM12: 110; HCT-116: 109; SW-620: 113; SF-295: 107
> N#Cc1ccc(C(=O)CSc2nccc(Nc3ccc(S(=O)(=O)Nc4ncccn4)cc3)n2)cc1
  SNB-19: 99; HCC-2998: 115; HCT-15: 102; SF-539: 94; SNB-75: 87; KM12: 104; HCT-116: 108; SW-620: 104; SF-295: 100
> CCCCCCCCCCOC(=N)c1ccc(O)c(OCC)c1
  SNB-19: 99; HCC-2998: 94; HCT-15: 94; SF-539: 96; SNB-75: 91; KM12: 99; HCT-116: 89; SW-620: 112; SF-295: 101

Further compounds.
mol	SNB-19	HCC-2998	HCT-15	SF-539	SNB-75	KM12	HCT-116	SW-620	SF-295
NS(=O)(=O)c1ccc(N2C(=O)[C@H]3CC=CC[C@H]3C2=O)cc1	101	100	103	100	100	100	106	108	103
N/C(=N\Cl)C(Cl)(Cl)Cl	114	104	·	100	84	99	103	99	101
O=C(CSc1nnc(-c2ccc(Cl)cc2)n1-c1ccccc1)Nc1ccc(Cl)cc1	60	70	82	-15*	-11*	58	1.1*	59	17
Cc1cccc(Cl)c1NC(=O)CS	105	111	97	105	91	102	101	99	103
Nc1nc(-c2ccc([N+](=O)[O-])cc2)cc(=O)[nH]1	106	105	107	102	94	110	·	106	109
N#Cc1nc(-c2cc3cccc(Br)c3oc2=O)oc1NCCO	90	104	93	101	123	107	111	109	99
COc1cc(-c2nnc(SCc3nc4ccc(Cl)cc4n3CCO)o2)cc(OC)c1OC	103	103	97	105	88	99	97	98	96
FC(F)(F)c1[nH]ncc1-c1nc2c(N3CCCCC3)cc3[nH]ncc3c2c2c1CCCC2	7.2*	-8.4*	5.2*	-72*	-74*	11	3.7*	6.3*	7.0*
CCN(CC)CCCC(C)Br (stereo not given)	95	94	103	116	114	101	99	122	105
CC(C)(C)C1=CC(=O)C=C(C(C)(C)C)C1=O	117	99	104	113	94	103	100	104	120
O=C(O)c1ccc2c(c1N=Nc1c(O)[nH]c(=O)[nH]c1=O)C(=O)c1ccccc1C2=O	94	102	96	93	90	105	102	103	99
Nn1c(N/N=C/c2cccnc2)n[nH]c1=S	106	115	105	97	63	103	108	104	102
Clc1ccc(C2=Nc3cccc4cccc(c34)N2)cc1Cl	70	104	70	108	77	100	93	99	112
COc1cc(OC)c2c(=O)cc(-c3cccnc3)oc2c1	·	95	106	89	64	97	98	110	100
COc1ccc(Cl)cc1NC(=O)c1cc2c([nH]1)-c1nc(NC(=O)C(C)C)sc1CC2	110	101	95	26	92	95	80	101	101
COc1ccc(-c2nn(-c3ccccc3)cc2/C=C2\SC(=S)N(c3ccc(Cl)cc3)C2=O)cc1	85	89	93	96	60	97	80	95	81
CCOC(=O)C1OC(Oc2ccc3c(C)cc(=O)oc3c2)[C@@H](OC(C)=O)C(OC(C)=O)C1OC(C)=O (stereo not given in full)	96	102	100	99	85	105	92	103	100
COc1cccc(CNC(=O)c2ncoc2-c2ccc3c(c2)OCCO3)c1	106	115	107	107	90	100	97	109	99
COc1cc(/C=C/c2cc[n+](C)cc2)ccc1O	101	105	97	·	97	94	102	99	103
Nc1ccccc1Sc1cc(Cl)nnc1Cl	107	115	108	109	·	108	95	111	138
NC(=O)N1N=C(c2ccc(Cl)cc2)CC1c1cn(-c2ccccc2)nc1-c1ccc(Cl)cc1 (stereo not given)	44	79	72	38	-11*	63	32	85	40
CCCCCN(CCCCC)C(=O)C(C)C	100	108	102	108	93	101	103	94	109
CC(=O)c1ccc(-n2c(-c3cc(-c4ccsc4)n[nH]3)n[nH]c2=S)cc1	101	99	96	98	91	100	98	94	·
Cc1cccc(-n2cc(-c3ccc(Br)cc3)sc2=Nc2ccc(Nc3ncnc4sc5c(c34)CCCC5)cc2)c1	97	109	98	116	93	101	87	99	104
COc1ccc2nc3cc(Cl)ccc3c(NC(=O)CSc3ccc(Cl)cc3)c2c1	-86*	·	-54*	-92*	-99*	-75*	-94*	-80*	-86*
CC(C)CC(CC1=CCC2CC1C2(C)C)C1=C(O)C(C)(C)C(=O)C(C)(C)C1=O (stereo not given)	16	18	13	17	20	9.6*	6.3*	14	-24*
C=CCc1cc(C(CC)C(CC)c2ccc(O)c(CC=C)c2)ccc1O (stereo not given)	111	107	103	116	84	97	94	99	129
CCOC(=O)c1csc(NC(=O)CSc2nc(C)c(C)n2Nc2ccc(C)cc2)n1	75	97	98	74	79	108	69	99	54
COc1ccc(-c2nn(-c3ccccc3)cc2C2OC23CCc2ccccc2C3=O)cc1 (stereo not given)	97	117	78	101	100	101	99	97	98
O=C(Nc1ccc(Cl)c(C(F)(F)F)c1)Nc1ccc2oc(=O)ccc2c1	29	29	17	63	59	20	16	37	5.3*

In the list so far, these contain a COOH group.
mol	SNB-19	HCC-2998	HCT-15	SF-539	SNB-75	KM12	HCT-116	SW-620	SF-295
O=C(O)c1nn(-c2ccccc2)nc1N1CCOCC1	102	108	108	96	91	101	99	103	102
O=C(O)c1ccc2c(c1N=Nc1c(O)[nH]c(=O)[nH]c1=O)C(=O)c1ccccc1C2=O	94	102	96	93	90	105	102	103	99

Additional structures
mol	SNB-19	HCC-2998	HCT-15	SF-539	SNB-75	KM12	HCT-116	SW-620	SF-295
COC(=O)c1ccc(N(C(C)=O)c2cc(C(C)(C)C)[nH]n2)c(NC(C)=O)c1	110	117	87	116	107	111	104	104	103
C=C(C)[C@@H]1CC[C@]2(C(=O)O)CC[C@]3(C)[C@H](CC[C@@H]4[C@@]5(C)C[C@@H](CC#Cc6ccc(Cl)cc6Br)[C@H](O)C(C)(C)[C@@H]5CC[C@]43C)[C@@H]12	80	70	51	81	93	43	38	58	53
COc1cc(Cc2nn3cc(-c4ccccc4)nc3s2)cc(OC)c1OC	101	100	82	90	79	91	86	106	95
O=S(=O)(c1ncsc1-c1ccccc1)N1CCOCC1	98	104	100	99	80	·	101	102	102
O=C1C(=O)N(CCCCn2cc(CN(Cc3ccccc3)Cc3ccccc3)nn2)c2ccccc21	87	104	97	100	64	101	91	98	99
CCCCC1Nc2nc(OC)n(C)c(=O)c2CN(Cc2ccccc2)C1=O (stereo not given)	97	102	91	97	84	113	91	100	103
CN(C)CCCOc1cccc(NC2=C(Cl)C(=O)C(Nc3cccc(OCCCN(C)C)c3)=C(Cl)C2=O)c1	-42*	14	-19*	-78*	54	14	-89*	-61*	64
Cc1ccc(-c2nnc(SCC(=O)NC3=NN=C(c4ccc(Cl)cc4)CS3)o2)cc1	93	108	106	98	83	104	96	99	98
COc1ccc(C(=O)CSc2nccc(Nc3ccc(C(C)=O)cc3)n2)cc1	101	115	104	104	101	110	92	109	102
CCCCSc1nc2c([nH]1)c(=O)n(C)c(=S)n2C	101	112	93	100	103	97	102	118	103
COCCCn1cnn2c(=O)c3ccccc3nc2c1=O	102&110	113&102	109&107	106&99	119&107	104&97	106&98	112&104	108
Cc1ccc(S(=O)(=O)N2CC=C3C(=C(c4ccccc4)c4ccccc43)C2)cc1	96	96	84	103	82	82	65	89	87
COc1cc(OC)c(C(=O)/C=C/c2ccc(C(C)C)cc2)cc1CC=C(C)C	110	78	62	100	98	79	66	103	117
COc1ccc(C(=O)C(CN(C)C)c2ccccc2)cc1 (stereo not given)	91	94	-49*	14	25	6.5*	-99*	-85*	54
Cc1ccccc1C(=O)NNC(=O)c1ccccc1	98	102	104	103	91	102	111	99	102
CSc1ccc(Cl)nn1	102	105	99	100	87	105	106	108	104
CC(=NC1CCCCC1)c1ccc(O)cc1O	95	83	99	91	88	101	102	105	133
C/C(=N\O)C(C)(C)O	98	93	105	100	86	105	103	105	98
O=[N+]([O-])c1ccc(O)c(-c2nc3ccccc3s2)c1	64	90	89	99	87	77	73	88	54
O=C1CCC(N2C(=O)c3cccc(NCCOCCOCCOCCC(=O)NCCCC(=O)NC(c4ccc5c(c4)OCO5)c4cc(Cl)c5cccnc5c4O)c3C2=O)C(=O)C1 (stereo not given)	28	30	89	10	63	13	28	39	62
COc1cc(CN2C(=O)Cc3ccccc3-n3nc(C(C)(C)C)cc32)cc(OC)c1OC	92	105	106	107	94	100	86	99	93
O=[N+]([O-])c1ccc(CSc2nnc(-c3ccncc3)o2)cc1	104	104	91	104	72	102	88	115	111
O=C(NCc1ccccc1)C1CSC2c3ccccc3C(=O)N12 (stereo not given)	97	102	104	102	84	111	88	102	100
O=C(Oc1ccc(Br)cc1)c1ccc([N+](=O)[O-])cc1	115	107	105	98	93	110	98	110	116
COC(=S)SCN(CSC(=S)OC)c1ccc(Cl)cc1	·	100	86	85	59	98	80	99	85
N#CCC1(c2ccccc2)CCCC1	·	117	102	108	92	105	104	101	104

Individual results from above:
`O=C(Oc1ccc(Br)cc1)c1ccc([N+](=O)[O-])cc1` – SF-295 = 116
`N#CCC1(c2ccccc2)CCCC1` – SF-539 = 108
`CC(=NC1CCCCC1)c1ccc(O)cc1O` – SNB-75 = 88
`COc1cc(CN2C(=O)Cc3ccccc3-n3nc(C(C)(C)C)cc32)cc(OC)c1OC` – SNB-75 = 94
